# Assay outcomes from PubChem.
# Apaf-1 inh: blocks human Apaf-1 apoptosome activity; inhibition, % at 20 µM; 0.71% of 330,000 active; AID 489030; O14727; reconstituted apoptosome caspase-3 activity, DEVD-Rh110 fluorescence; active means inhibition of at least 40% at 20 µM;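 further: plate controls were DMSO wells for no effect and DEVD-CHO caspase inhibitor wells for full effect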
#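 Assay system – apoptosome proteins · Medium – Hepes buffer, pH 7.5 · Also added – cytochrome c with DEVD-Rh110 · Timing – 30 min compound preincubation, 50 min activation, room temperature · Detection – Rh110 fluorescence, excitation 480 nm, emission 540 nm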
# HKDC1 inhibitor: blocks human hexokinase HKDC1 activity | Q2TB90 | 0.16% of 340,000 active | recombinant HKDC1, G6PDH/diaphorase resazurin coupled fluorescence | inhibition, % at 20 µM;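 active means inhibition above about 35% when tested at 20 µM, limit read from the data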;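 further: plate controls were DMSO wells with enzyme for no effect and DMSO wells lacking enzyme for full effect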
#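 Material: recombinant HKDC1 hexokinase; Amount: HKDC1 at 5 µg/mL; Medium: Tris pH 8.0 buffer with MgCl2, Tween-20, BSA, BME; Schedule: 90 min reaction incubation at room temperature, dark; Technique: coupled resazurin fluorescence, excitation 525 nm, emission 613 nm.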
# SENP8 block-1: blocks human SENP8 cleavage of Nedd8 substrate | Q96LD8 | recombinant SENP8, Nedd8 substrate fluorescence | inhibition, % at 20 µM | 0.64% of 360,000 active | AID 602440; in the data active means inhibition mostly above about 40%, no sharp cut-off; inactive means mostly below about 27%
# Target sequence (Q96LD8 whole entry, looked up): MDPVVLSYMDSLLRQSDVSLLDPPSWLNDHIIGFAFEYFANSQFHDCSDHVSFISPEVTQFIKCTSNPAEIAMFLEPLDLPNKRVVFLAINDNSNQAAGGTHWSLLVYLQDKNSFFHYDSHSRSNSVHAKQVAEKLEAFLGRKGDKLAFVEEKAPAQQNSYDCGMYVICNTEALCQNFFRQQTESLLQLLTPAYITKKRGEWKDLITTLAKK
# PfGluPho inh: PfG6PD (Plasmodium falciparum) enzyme inhibition; 0.78% of 350,000 active; inhibition, % at 20 µM; AID 504690; PfGluPho enzyme, NADPH resazurin-diaphorase fluorescence;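 active means inhibition reaching at least a set limit at 20 µM in the primary screen, cut at about 59% in these data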;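 further: 0% = DMSO wells with substrate and 100% = DMSO wells lacking glucose-6-phosphate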
# SENP8 block-2: inhibitors of human SENP8 protease. AID 2540. Q96LD8. inhibition, % at 10 µM. purified SENP8, Z-RLRGG-aminoluciferin cleavage, luminescence. 1.2% of 330,000 active; in the data active means inhibition above about 50%
# SENP6 block: blocks the human protease SENP6. Recombinant SENP6 catalytic domain, aminoluciferin luminescence. Q9GZR1. AID 2599. inhibition, % at 10 µM. 1.8% of 330,000 active;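 active means inhibition above about 50% at the single tested dose, limit read from the data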;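 further: plate controls were DMSO wells with enzyme for no effect and DMSO wells lacking enzyme for full effect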
# Target sequence (Q9GZR1 628-1112 limits assumed): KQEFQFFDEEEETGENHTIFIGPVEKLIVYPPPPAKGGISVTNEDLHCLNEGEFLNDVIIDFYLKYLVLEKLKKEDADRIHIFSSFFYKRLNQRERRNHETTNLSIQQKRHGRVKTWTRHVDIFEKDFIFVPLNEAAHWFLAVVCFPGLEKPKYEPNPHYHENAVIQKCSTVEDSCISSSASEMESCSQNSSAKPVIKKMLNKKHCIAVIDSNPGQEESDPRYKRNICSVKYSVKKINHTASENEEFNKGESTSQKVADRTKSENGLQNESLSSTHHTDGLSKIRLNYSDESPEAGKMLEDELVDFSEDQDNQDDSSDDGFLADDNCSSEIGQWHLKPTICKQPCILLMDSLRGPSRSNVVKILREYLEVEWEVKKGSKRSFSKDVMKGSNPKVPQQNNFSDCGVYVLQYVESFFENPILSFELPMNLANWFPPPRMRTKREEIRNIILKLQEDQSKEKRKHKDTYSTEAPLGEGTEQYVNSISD
# SENP1 inh: inhibitors of human SENP1 SUMO protease catalytic domain. Q9P0U3. recombinant SENP1 catalytic domain, CyPet-SUMO1-YPet FRET cleavage. inhibition, % at 10 µM. 0.21% of 360,000 active;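 active means inhibition at least 30% at 10 µM, raw YFP signal under a set limit, fluorescence ratio 0.5 to 1.5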;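 further: 0% = enzyme with DMSO and 100% = no enzyme wells; some results filed as inactive read as strong as hits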
# Target sequence (Q9P0U3 419-644 limits assumed): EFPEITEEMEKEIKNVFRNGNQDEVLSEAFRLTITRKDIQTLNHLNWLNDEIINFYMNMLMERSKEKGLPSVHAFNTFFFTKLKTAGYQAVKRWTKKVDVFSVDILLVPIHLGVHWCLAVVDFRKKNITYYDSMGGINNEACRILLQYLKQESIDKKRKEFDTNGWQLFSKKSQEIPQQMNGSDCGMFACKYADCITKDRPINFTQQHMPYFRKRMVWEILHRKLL
#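 System: Recombinant human SENP1 catalytic domain, His6-tagged | Incubation: Enzyme reaction for 50 min at room temperature, dark | Medium: Tris pH 8 with BME, BSA, NP40 and catalase | Also added: 25 nM SUMO1 FRET substrate | Compound: 10 µM single point, 0.5% DMSO | Measured by: FRET fluorescence in CFP and YFP emission channels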
# SENP7 inh: inhibitors of human SENP7 protease | Q9BQF6 | 1.5% of 330,000 active | inhibition, % at 5 µM | recombinant SENP7, Z-RLRGG-aminoluciferin luminescence, 40 min;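 active means inhibition above about 50% at the single test dose, limit read from the data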;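 further: plate controls were DMSO with enzyme for no effect and no enzyme buffer wells for full effect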
# The depositor's hits bear a star; x = no result given; & = joins results of further samples.
# Sample of the layout (15 entries):
no.	compound	PfGluPho inh	SENP1 inh	SENP8 block-1	HKDC1 inhibitor	SENP7 inh	SENP8 block-2	Apaf-1 inh	SENP6 block
1	CCOc1ccc(CCNC(=O)CN(C)S(=O)(=O)c2cccs2)cc1OCC	-25	1	-2	-3	13	-10	4	-6
2	COc1ccccc1N1CCN(C/C=C/c2ccc(N(C)C)cc2)CC1	x	x	x	x	5	7	0	19
3	Cc1nonc1CC(=O)N1CCc2c([nH]c3ccccc23)C1c1ccccc1F (stereo unspecified)	8	-14	-2	0	-7	-1	2	-18
4	C/C(=N/NC(=O)c1ccco1)c1ccc(NC(=O)c2ccc(F)cc2)cc1	5	0	-4	-9	10	9	2	-1
5	NC(=O)C1(N2CCCCC2)CCN(c2nc(-c3ccc(Br)cc3)cs2)CC1	19	4	6	-12	4	1	22	-6
6	N/C(=N\N=C\c1ccc(Br)o1)c1nonc1N	-3	0	17	2	36	31	4	48
7	O=C(OCc1ccccc1)C1=NNC2C(=O)N(Cc3ccccc3)C(=O)C12 (stereo unspecified)	8	0	2	-1	-10	-1	8	-17
8	O=C(Nc1ccc(-c2ccc([N+](=O)[O-])cc2)cc1)c1ccccc1F	0	-1	3	-14	1	-7	-19	-20
9	NC(=S)N=Nc1c(O)n(CCCl)c2ccccc12	5	2	36	-6	4	-5	2	-10
10	CC(C)CNc1cc(N2CCCC2)ccc1[N+](=O)[O-]	14	2	20	1	2	2	2	-4
11	CN(Cc1ccccc1)C(NC(=O)c1ccco1)C(Cl)(Cl)Cl (stereo unspecified)	9	0	-7	4	0	-4	4	-5
12	CNC(=O)c1ccc(-c2ccccc2)s1	6	2	-106	5	22	-8	3	26
13	Cc1cccc(N(CC(=O)NC2CCCCC2)C(=O)c2c(C)noc2C)c1	-22	1	25	0	3	4	-3	-20
14	Cc1cc(C)nc(-n2ncc3c2CC(c2ccccc2)CC3=O)n1 (stereo unspecified)	-7	0	13	14	-12	0	6	-20
15	O=C(O)c1ccc(/C=C2/SC(=S)N(Cc3ccccc3)C2=O)cc1	-15	2	17	6	x	x	x	x

# This part in full, repeating the preview:
no.	compound	PfGluPho inh	SENP1 inh	SENP8 block-1	HKDC1 inhibitor	SENP7 inh	SENP8 block-2	Apaf-1 inh	SENP6 block
1	CCOc1ccc(CCNC(=O)CN(C)S(=O)(=O)c2cccs2)cc1OCC	-25	1	-2	-3	13	-10	4	-6
2	COc1ccccc1N1CCN(C/C=C/c2ccc(N(C)C)cc2)CC1	x	x	x	x	5	7	0	19
3	Cc1nonc1CC(=O)N1CCc2c([nH]c3ccccc23)C1c1ccccc1F (stereo unspecified)	8	-14	-2	0	-7	-1	2	-18
4	C/C(=N/NC(=O)c1ccco1)c1ccc(NC(=O)c2ccc(F)cc2)cc1	5	0	-4	-9	10	9	2	-1
5	NC(=O)C1(N2CCCCC2)CCN(c2nc(-c3ccc(Br)cc3)cs2)CC1	19	4	6	-12	4	1	22	-6
6	N/C(=N\N=C\c1ccc(Br)o1)c1nonc1N	-3	0	17	2	36	31	4	48
7	O=C(OCc1ccccc1)C1=NNC2C(=O)N(Cc3ccccc3)C(=O)C12 (stereo unspecified)	8	0	2	-1	-10	-1	8	-17
8	O=C(Nc1ccc(-c2ccc([N+](=O)[O-])cc2)cc1)c1ccccc1F	0	-1	3	-14	1	-7	-19	-20
9	NC(=S)N=Nc1c(O)n(CCCl)c2ccccc12	5	2	36	-6	4	-5	2	-10
10	CC(C)CNc1cc(N2CCCC2)ccc1[N+](=O)[O-]	14	2	20	1	2	2	2	-4
11	CN(Cc1ccccc1)C(NC(=O)c1ccco1)C(Cl)(Cl)Cl (stereo unspecified)	9	0	-7	4	0	-4	4	-5
12	CNC(=O)c1ccc(-c2ccccc2)s1	6	2	-106	5	22	-8	3	26
13	Cc1cccc(N(CC(=O)NC2CCCCC2)C(=O)c2c(C)noc2C)c1	-22	1	25	0	3	4	-3	-20
14	Cc1cc(C)nc(-n2ncc3c2CC(c2ccccc2)CC3=O)n1 (stereo unspecified)	-7	0	13	14	-12	0	6	-20
15	O=C(O)c1ccc(/C=C2/SC(=S)N(Cc3ccccc3)C2=O)cc1	-15	2	17	6	x	x	x	x
16	Cc1ccccc1NC(=O)Cc1nc(COC(=O)C(NC(=O)c2ccccc2C)C(C)C)cs1 (stereo unspecified)	2	-12	-11	0	0	-1	2	-2
17	Cc1ccc(S(=O)(=O)N2CCN(c3ccc(C(=O)N4CCOCC4)cc3[N+](=O)[O-])CC2)cc1	0	3	25	-6	7	-7	-7	0
18	COc1ccc(-c2noc(CCC(=O)NCCCN3CCC(C)CC3)n2)cc1	6	-1	10	-8	-6	-8	5	-6
19	COc1ccccc1C(=O)COC(=O)CN1C(=O)C2CC=CCC2C1=O (stereo unspecified)	6	1	-6	-5	-6	12	-5	-2
20	COC(=O)c1cn(Cc2cccc(C)c2)nn1	-10	3	13	-2	-8	-7	7	-16
21	CC(C)(C)NC(=S)NCc1ccc2c(c1)OCO2	-9	2	11	-14	-2	-11	4	-7
22	COc1ccc(/C=C/c2nc3cc(-c4ccccc4)ccc3o2)cc1O	11	25	-398	-7	4	1	22	-8
23	CC(C)C[C@H](NC(=O)OC(C)(C)C)c1nnc(SCc2cccc(F)c2)o1	7	1	31	6	6	3	29	6
24	CCOC(=O)c1c(C)c(/C=N/Nc2ccccc2)n(C)c1C	9	-65	-52	-4	x	x	x	x
25	C#CCSc1nccc(-c2nn(-c3ccc(C)cc3)ccc2=O)n1	24	1	-391	1	-2	-2	2	13
26	CC(C)(CO)NC(=S)NCc1ccco1	-23	-16	10	-2	9	1	14	-6
27	Cc1ccc(C)c(Oc2cc(F)nc(N)n2)c1	2	0	29	-5	5	8	0	-4
28	CC1(C)Cc2c(c(-c3ccco3)nc3sc4c(NCC5CCCO5)ncnc4c23)CO1 (stereo unspecified)	51	-34	-415	10	-4	-6	33	-18
29	O=C(C1CC1)N(CCN(C(=O)C1CC1)c1ccccc1)c1ccccc1	1	2	16	-5	0	-2	-1	-4
30	CCC(CC)C(=O)c1c[nH]c(C(=O)N2CCN(c3ccccc3)CC2)c1	10	0	0	-14	-11	-11	18	-8
31	CC(C)(O)c1ccccc1CC[C@@H](SCC1(CC(=O)O)CC1)c1cccc(/C=C/c2ccc3ccc(Cl)cc3n2)c1	-16	-1	-395	-3	0	14	15	17
32	CC(C)CN1CCC(=O)N([C@H](CO)c2ccccc2)CC1	7	x	x	-3	-8	2	-9	-6
33	CCCS(=O)(=O)N1CCCC(c2nc(-c3ccc(OC)cc3)no2)C1 (stereo unspecified)	7	1	6	9	1	-2	-16	-3
34	COc1ccc(NC(=O)Nc2cccs2)cc1Cl	36	1	10	-9	18	32	7	-11
35	O=C(Nc1ccc2nc(-c3ccc(Br)o3)[nH]c2c1)c1ccco1	70*	-12	-146	-1	0	-3	-6	10
36	Cc1cc(C(=O)OCC(=O)NC2CCS(=O)(=O)C2)c2ccccc2n1 (stereo unspecified)	9	2	-1	-3	-5	3	-2	43
37	COc1ccc(C(=O)Oc2cccnc2)cc1	2	6	18	-2	6	-8	-10	-26
38	Cc1cccc(C)c1OCCCCc1c(C)n[nH]c1C	24	2	10	5	-4	-7	1	-14
39	NC(=O)c1ccc(-c2nnn(CC(=O)N(C3CCCCC3)C3CCS(=O)(=O)C3)n2)cc1 (stereo unspecified)	-20	3	15	-3	-7	-13	12	-18
40	Cc1cccc(C(=O)NC2CCN(C(=O)Nc3ccccc3C)CC2)c1	7	2	2	-9	-14	-13	7	-24
41	C#C[C@]1(O)CC[C@H]2[C@@H]3CCc4cc(OC5CCCC5)ccc4[C@H]3CC[C@@]21C	17	2	2	7	-8	-4	25	0
42	O=C(CSc1n[nH]c(-c2ccccc2)n1)Nc1ccccc1O	-1	1	24	7	-13	-6	-5	-12
43	CN(c1ccc(C(=O)Nc2ccc(Cl)cn2)cc1)S(=O)(=O)c1ccccc1	48	0	3	-3	-4	-10	7	-2
44	COc1ccccc1-n1c(C)c(C(=O)O)c2cc(OC)c3ccccc3c21	13	5	-174	1	-7	-6	10	5
45	N/C(=N\N=C/c1ccc(F)cc1)N/N=C\c1ccc(F)cc1	15	2	-19	-4	7	-5	28	17
46	CCN1CCN(c2nc(-c3ccccn3)nc3ccccc23)CC1	-1	3	21	0	-7	7	-9	-8
47	Cc1ccc(S(=O)(=O)N2CCC(C(=O)N/N=C/c3ccncc3)CC2)cc1	-22	2	12	-7	9	-1	-1	-19
48	CN(C)CCNC(=O)C1(O)c2cc(Br)ccc2NC(=O)N1c1ccc(Cl)cc1 (stereo unspecified)	0	0	15	2	-12	6	-7	-9
49	O=C(Nc1nccs1)[C@@H]1CCCN1S(=O)(=O)c1ccccc1F	11	-3	3	-7	0	13	-3	3
50	COc1cccc(/C=N/Nc2nc(Nc3ccc([N+](=O)[O-])cc3)nc(N3CCCC3)n2)c1O	-24	1	6	-1	4	-10	-2	-23
51	Cn1cc(S(=O)(=O)N2CCc3ccccc3C2)c(=O)n(C)c1=O	-13	3	16	-2	4	8	-8	-13
52	c1ccc(-c2ccc(C3=Nn4c(nnc4-c4cc(-c5ccccc5)n[nH]4)SC3)cc2)cc1	-2	2	25	-13	-2	-7	26	6
53	COCCNC(=O)C(OC(=O)c1ccco1)c1ccccc1OC (stereo unspecified)	-3	1	32	-3	0	1	-2	-7
54	CCN(CC)C(=O)CSC1=C(C#N)C(c2ccco2)C(C(=O)OCCOC)=C(C)N1 (stereo unspecified)	14&-10	-2&0	-72&-164	-2&-2	3	6	8	13
55	NC(=O)c1ccsc1NC(=O)COC(=O)Cc1cccc2ccccc12	4	-1	13	-3	-4	-1	0	-16
56	CC1CCCC(C)N1C(=O)CSc1nnc(C2CCCCC2)o1 (stereo unspecified)	-21	1	16	-3	1	3	2	-15
57	Cn1c(SCC(=O)Nc2cc(S(=O)(=O)N3CCOCC3)ccc2N2CCOCC2)nnc1-c1ccncc1	2	0	-4	-9	7	-1	-9	-19
58	COc1cc2[nH]c(=O)n(Cc3ccc(C(=O)NCC4CCCO4)cc3)c(=O)c2cc1OC (stereo unspecified)	7	-1	-101	-5	4	-1	2	0
59	COCCN(C(=O)CC(C)(C)C)c1nnc(-c2cccnc2)s1	-23	0	-171	-6	-8	-5	3	-18
60	Cn1cnnc1SCC(=O)c1c(N)n(Cc2ccccc2)c(=O)n(C)c1=O	-6	-1	16	-8	6	1	1	1
61	Cc1ccc(C)c(NC(=O)CN(C)C(=O)c2cc([N+](=O)[O-])ccc2N2CCOCC2)c1	0	0	11	-5	-9	-1	-4	6
62	O=C(Nc1ccccc1)N1CCSCC1	-6	-2	-3	-8	-3	-1	-10	-3
63	C#CCOC(=O)c1ccc(-n2cncn2)nc1	-3	2	10	-4	5	2	-10	-10
